Assay outcomes: PubChem, National Center for Advancing Translational Sciences (NCATS)
SMN2 splice enh: enhancers of SMN2 splice variant expression; HEK293 SMN2-luciferase splicing reporter, luminescence, 30-36 h; Potency, µM (doses to about 46.1 µM), without a hit: at the highest dose activity change, positive = activation, actives largely listed as activators; 210,000 compounds, 2.8% hits; also: % of control where 0% means no effect; nearly all actives have a fitted effect of over 55% in size
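HEK293 cells carry an SMN2 […]–luciferase reporter in which exon 7 inclusion puts luciferase in frame. Cells were plated 10-12 h before compound addition, then incubated 30-36 h at 37C. ONE-Glo luminescence was read; sodium butyrate at 4.5 mM final served as control.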
Tau ThT inhib: blocks human tau fibril formation measured by thioflavin T; recombinant tau K18 P301L, heparin-induced fibrillization, ThT fluorescence; Potency, µM (doses to about 57.4 µM), without a hit: at the top dose activity, negative = inhibition, most hits filed as inhibitors; AID 1460; 270,000 compounds, 2.1% hits; also: % is scaled to controls: 0 for no effect and ±100 for the full control effect; nearly all actives have a fitted effect of over 55% in size
Target sequence (P10636 561-689 P618L limits assumed): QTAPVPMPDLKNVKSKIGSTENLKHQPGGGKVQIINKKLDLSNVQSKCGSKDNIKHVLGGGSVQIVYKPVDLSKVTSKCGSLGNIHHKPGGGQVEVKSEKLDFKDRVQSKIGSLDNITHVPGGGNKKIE
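Using a mix of unlabeled (15 uM) and Alexa 594-labeled (0.24 uM) tau K18 P301L, heparin-triggered fibrillization over 6 hr at 37 C was scored by ThT fluorescence.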
* = called active by the depositor; ? = inconclusive; [ ] = remark or other dose. Calls follow the shape of the dose curve; as a rule, active = well fitted curve in the direction sought with a large enough effect; inconclusive = small, poorly fitted or top-dose-only effect, or another doubt; inactive = no such curve, though single readings can be large; an effect the other way counts as inactive or inconclusive. Potency is read from the fitted curve at half-maximal effect. Some of the compounds tested. The share of hits here may be higher or lower than overall.

SMILES	SMN2 splice enh	Tau ThT inhib
Cc1cc(C(F)F)n2nc(C(=O)Nc3ccc(C(C)C)cc3)nc2n1	5%	-9%
CCCOc1ccc(-c2nonc2NC(=O)c2cc(OC)c(OC)c(OC)c2)cc1OCCC	-1%	-9%
Cc1cccc2c1-c1sc(C(=O)NCCCN3CCN(c4cccc(Cl)c4)CC3)cc1CO2	-1%	?
CCCN(CCC)CCCNC(=O)Cn1ncc2c3ccccc3n(Cc3ccccc3)c2c1=O	16%	1%
Cc1c(NC(=O)Nc2ccc(Br)cc2F)sc2nc3n(c(=O)c12)CCC(C)CC3 (stereo not drawn)	-5%	2%
CNc1oc(/C=C/c2cc(OC)c(OC)c(OC)c2)nc1C#N	14%	?
CCOc1ccccc1NC(=O)CSc1nnc(N)s1	3%	-2%
CCOC(=O)c1c(NC(=O)COc2cc(C)ccc2C(C)C)sc(C)c1C	-1%	25µM*
COc1cccc(C(=O)Oc2c(Sc3ccc(C)cc3)c(C)nn2C(C)(C)C)c1OC	-82%[inhibitor]	-9%
CCC1=Nc2cc(C(=O)NCCc3ccc(OC)c(OC)c3)ccc2Sc2ccccc21	-39%[inhibitor]	?
CCOc1ccccc1NC(=O)Cn1c(=O)n(Cc2ccccc2)c(=O)c2c3c(sc21)CN(C(C)=O)CC3	1%	-9%
NC(=O)CSc1nc2c(oc3ccccc32)c(=O)n1Cc1ccccc1	-5%	-2%
COc1cccc(C2CC(=O)Nc3cc4c(cc32)OCO4)c1OC(C)C (stereo not drawn)	18%	-9%
CCCNC(=O)CN1C(=O)COc2ccc(S(=O)(=O)N3CCC(C)CC3)cc21	2%	4%
Fc1ccc(-c2csc(=Nc3cccc(C(F)(F)F)c3)n2Cc2ccc3c(c2)OCO3)cc1	-45%[inhibitor]	1%
Cc1ccsc1CCN1C(=O)N(c2ccccc2)C(=O)C1CC(=O)Nc1ccc(F)cc1 (stereo not drawn)	18%	-9%
COc1ccc(NC(=O)/C(C#N)=C/c2cc(C)n(-c3ccc(F)cc3)c2C)cc1	3%	-9%
Cc1ccc(-c2n[nH]c3c2C(c2ccc(C(C)(C)C)cc2)NC3=O)cc1 (stereo not drawn)	5%	-2%
CCC1CCc2nc3sc(C(=O)Nc4ccc(C)cc4C)c(N)c3cc2C1 (stereo not drawn)	-14%	?
COc1ccc(S(=O)(=O)Nc2cc(S(=O)(=O)c3ccccc3)c(O)c(C)c2C)cc1	4%	14%
CC(=O)Nc1cccc(-n2cc3c(c2-c2ccccc2Cl)c(=O)n(C)c(=O)n3C)c1	8%	-1%
COc1cc2nc(Nc3ccc(F)cc3)nc(N)c2cc1OC	-15%	?
Cc1cccc(NC(=O)Cn2c(=O)n(Cc3ccc(C(=O)NCc4ccc5c(c4)OCO5)cc3)c(=O)c3ccccc32)c1	4%	4%
COc1ccc(CNC(=O)CCc2nnc3n(C)c(=O)c4sccc4n23)cc1	3%	-7%
CCOc1ccc(CNC(=O)C2CCN(C(=O)c3sccc3-n3cccc3)CC2)cc1	2%	-10%
CCOC(=O)N1CCc2c(sc3c2c(=O)n(-c2ccc(CC)cc2)c(=O)n3CC(=O)c2ccccc2)C1	-4%	-3%
CCOc1cc(C)c(C(C)C)cc1S(=O)(=O)n1ccnc1CC	-9%	-15%
COc1cc(C(=O)Nc2ccc(Cl)c(-c3nc4ncccc4o3)c2)cc(OC)c1OC	-8%	12%
Cc1ccc(CN2C(=O)SC(Nc3ccc(Cl)cc3)C2=O)cc1 (stereo not drawn)	-13%	-6%
CCc1ccc2oc(C(=O)Nc3cc(C)ccc3C)cc(=O)c2c1	-6%	6%
Cc1cc(C)n2nc(SCC(=O)Nc3cc(Cl)ccc3C)nc2n1	1%	5%
CN(C)c1ccc(CN(CC2CCCO2)C(=O)COc2ccc(Cl)cc2)cc1 (stereo not drawn)	-6%	-11%
O=S(=O)(c1ccc(Cl)cc1)c1nc(-c2ccco2)oc1SCc1ccc(F)cc1	-49%[inhibitor]	-3%
Clc1ccc(-c2nnn3c2nc(N2CCCCC2)c2ccccc23)cc1	6%	?
N#Cc1ccc(-c2cccs2)nc1SCc1ccc(Br)cc1	0%	-16%
CCC(=O)N1CCc2cc(S(=O)(=O)Nc3cc(C)ccc3OC)ccc21	-8%	1%
Cc1ccc2oc(=O)c3cc(C(=O)N(Cc4ccccc4)C(C)C)sc3c2c1	-4%	-9%
Cc1ccc(OCc2nc3ccccc3n2CC(C)C)cc1	-21%	-16%
Cc1ccccc1NC(=O)c1ccccc1NC(=O)c1ccccc1F	-1%	4%
Cc1cccc(NC(=O)c2sc3nc(N4CCOCC4)c4c(c3c2N)CC(C)(C)OC4)c1	8%	-9%
O=S(=O)(c1cccc(C(F)(F)F)c1)N1CCC(Oc2ccc(-n3cnnn3)cc2)CC1	1%	8%
CCSc1ncc(Cl)c(C(=O)Nc2ccc(S(=O)(=O)Nc3nccc(C)n3)cc2)n1	20%	0%
Cc1cccn2c(=O)c3cc(C(=O)NCc4ccccc4)c(=N)n(CCOCCO)c3nc12	-8%	-17%
Cc1ccc(Cn2c(C)c3cnn(CC(=O)NCCc4ccc(Cl)cc4)c(=O)c3c2C)cc1	3%	?
Cc1ccc(C)c(CN2C(=O)c3ccccc3S(=O)c3ccc(C(=O)NCc4ccccc4Cl)cc32)c1 (stereo not drawn)	9%	-3%
CCCCN(C)C(=O)Cn1cnc2sc(C)c(S(=O)(=O)N3CCC(C)CC3)c2c1=O	-5%	-1%
Cc1ccc(C)c(Cn2c(=O)n(Cc3ccccc3)c(=O)c3sc4ccccc4c32)c1	-9%	3%
COCCn1c(=N)c(C(=O)NC2CCCC2)cc2c(=O)n3cc(C)ccc3nc21	-9%	0%
Cc1ccc2nc(-c3ccc(O)cc3)c(Nc3ccc(Cl)cc3)n2c1	-2%	2%
COc1ccc(CNC(=O)c2cc3sccc3n2Cc2ccc(F)cc2)cc1	-4%	-3%
COc1ccccc1C1Nc2c(sc3nc(C)cc(C)c23)C(=O)N1c1ccccc1 (stereo not drawn)	13µM*	-9%
COc1ccc(-c2cc(-c3ccc(C)cc3)nc3c2COc2ccccc2-3)cc1	10%	-2%
CCOC(=O)c1ccc(N2C(=O)c3n[nH]c(C)c3C2c2ccc(OCC)cc2)cc1 (stereo not drawn)	-8%	1%
Cn1c(=O)[nH]c(=O)c2c1nc(CN1CCN(c3ccccc3F)CC1)n2Cc1ccc(F)cc1	27%	-2%
COc1ccc(-c2cc(C(F)(F)F)nc(SCC(=O)N3CCC(C)CC3)n2)cc1	1%	-4%
Cc1ccc(N(C)S(=O)(=O)c2ccc3[nH]cc(C(=O)O)c(=O)c3c2)cc1C	0%	1%
O=C(CSc1nnc(-c2ccccc2)o1)c1cccc([N+](=O)[O-])c1	4%	?
Cc1ccc(CC(=O)NCc2nc(-c3cccc(C)c3)no2)cc1	-11%	-9%
COC(=O)c1c(C)oc2ccc(N(C(=O)c3ccncc3)S(=O)(=O)c3cc(C)c(C)cc3C)cc12	-50%[inhibitor]	?
CCOc1ccccc1-c1noc(CSc2nnc(-c3ccncc3)n2-c2ccc(F)cc2)n1	0%	-14%
Going on with the list:
SMILES	SMN2 splice enh	Tau ThT inhib
COc1ccc(CNC(=O)CC2Oc3ccc(C)cc3NC2=O)cc1 (stereo not drawn)	4%	-6%
Cc1ccc(-c2nnc(Nc3ccc(O)cc3)c3ccccc23)cc1S(=O)(=O)NCc1nc2ccccc2[nH]1	-2%	-1%
Cc1cc(OCC(=O)Nc2sc3c(c2C(N)=O)CCCC3)ccc1C(C)C	-2%	?
COc1ccc(Cl)cc1N(C)C(=O)Cn1cnc2sc(C)c(S(=O)(=O)N3CCN(c4ncccn4)CC3)c2c1=O	3%	-2%
COc1ccccc1/C=C/c1nc2ccccc2n1C(C)C	?	?
COc1ccc(-c2cc(C(=O)Nc3cccnc3)no2)cc1OC	3%	-12%
CCOc1ccc(-n2cc(C(=O)Nc3ccccc3OCC)c3cc(OC)c(OC)cc3c2=O)cc1	4%	-11%
COc1ccc(OC)c(CNC(=O)c2cc3c(Cl)nc4ccccc4c3s2)c1	-7%	-9%
CCc1ccc(-c2nc(SCC(=O)NCC3CCCO3)c(-c3ccc(F)cc3)[nH]2)cc1 (stereo not drawn)	12%	-14%
CCOc1ccc(NC(=O)c2cn(C3CCCCC3)c(=O)c3c2c2ccccc2n3C)cc1	?	-9%
COc1cc2c(cc1OC)C(COc1ccc3c(C)cc(=O)oc3c1)N(C(=O)Cc1ccc(F)cc1)CC2 (stereo not drawn)	-6%	-2%
COc1ccc(CCN2C(=O)c3oc4cc(C)cc(C)c4c(=O)c3C2c2ccccc2F)cc1OC (stereo not drawn)	4%	3%
CCC(C(=O)OC)n1nnc2sc(-c3ccccc3)cc2c1=O (stereo not drawn)	-1%	?
N#Cc1nc(/C=C/c2ccc(F)cc2)oc1N1CCCCC1	8%	?
COc1ccc(N2CCN(C(=O)C3CCN(S(=O)(=O)c4cnc[nH]4)CC3)CC2)cc1	-3%	-8%
CCOc1ccc(-n2c(C)nc3c(cnn3-c3ccc(C)cc3)c2=O)cc1	8%	-12%
CCN(CC)CC(C)CNC(=O)c1cc(-c2ccc(Br)s2)nc2ccccc12 (stereo not drawn)	-5%	?
CCOc1ccccc1N1CC(c2nc3ccccc3n2CCCOc2ccccc2)CC1=O (stereo not drawn)	9%	-16%
CCOC(=O)N1CCc2c(sc3c2c(=O)n(CCc2ccccc2)c(=O)n3Cc2ccc(C)cc2C)C1	3%	-7%
CCOc1ccc(N(CC(=O)Nc2cc(OC)cc(OC)c2)S(=O)(=O)c2c(C)[nH]c(=O)[nH]c2=O)cc1	-1%	4%
Cc1ccc(-c2nc(S(=O)(=O)c3ccc(F)cc3)c(N3CCN(c4ccccc4)CC3)o2)cc1	12%	9%
Cc1cc(C)cc(NS(=O)(=O)c2ccc3[nH]cc(C(=O)N4CCCCCC4)c(=O)c3c2)c1	3%	0%
Cc1ccc2oc(C(=O)N(Cc3ccc(N(C)C)cc3)CC3CCCO3)c(C)c2c1 (stereo not drawn)	-10%	-10%
CCOC(=O)c1ccc(N2C(=O)c3n[nH]c(C)c3C2c2ccc(CC)cc2)cc1 (stereo not drawn)	-14%	-1%
O=c1cc(-c2ccccc2)c2cc(Cl)c3c(c2o1)CN(Cc1ccccc1)CO3	-5%	-7%
Cc1nc2c(c(C)c1CCC(=O)N1CCN(c3ccccc3)CC1)c(=O)n(C)c(=O)n2C	-2%	-8%
Cc1ccc(C)c(Oc2nc3c(c(=O)n(C)c(=O)n3C)n2Cc2ccccc2)c1	0%	?
Cc1ccc(Nc2nc(C)nc(N)c2S(=O)(=O)c2ccccc2)cc1	8%	1%
CCc1c(C)nc2nncn2c1Nc1ccc(C)c(F)c1	-1%	-2%
Cc1ccccc1C1CC(=O)Nc2ccc3ccccc3c21 (stereo not drawn)	-2%	-10%
Cc1ccc(Nc2c(-c3ccccc3O)nc3cc(C)ccn23)cc1	2%	?
CCN(C(=O)Cn1c(C(=O)OC)cc2sc(Cl)cc21)c1cccc(C)c1	1%	-2%
Cc1ccc(NC2=C(c3ccc(C(F)(F)F)cc3)C(=O)c3ccccc32)cc1C	19%	?
COc1ccc(C(=O)c2oc3ccccc3c2NC(=O)COc2c(C)cc(C)cc2C)cc1	3%	?
Cc1c(Cl)cccc1N1C(N)=C(C#N)C(c2cc(CN3CCOCC3)cs2)C2=C1CCCC2=O (stereo not drawn)	-17%	-1%

15 structures already listed, arranged by molar mass, smallest number first.
SMILES	SMN2 splice enh	Tau ThT inhib
CCc1c(C)nc2nncn2c1Nc1ccc(C)c(F)c1	-1%	-2%
Cc1ccc(Nc2c(-c3ccccc3O)nc3cc(C)ccn23)cc1	2%	?
Cc1ccc(Nc2nc(C)nc(N)c2S(=O)(=O)c2ccccc2)cc1	8%	1%
CCOC(=O)c1ccc(N2C(=O)c3n[nH]c(C)c3C2c2ccc(CC)cc2)cc1 (stereo not drawn)	-14%	-1%
Cc1ccc(C)c(Oc2nc3c(c(=O)n(C)c(=O)n3C)n2Cc2ccccc2)c1	0%	?
CCN(C(=O)Cn1c(C(=O)OC)cc2sc(Cl)cc21)c1cccc(C)c1	1%	-2%
Cc1ccc2oc(C(=O)N(Cc3ccc(N(C)C)cc3)CC3CCCO3)c(C)c2c1 (stereo not drawn)	-10%	-10%
Cc1nc2c(c(C)c1CCC(=O)N1CCN(c3ccccc3)CC1)c(=O)n(C)c(=O)n2C	-2%	-8%
COc1ccc(C(=O)c2oc3ccccc3c2NC(=O)COc2c(C)cc(C)cc2C)cc1	3%	?
Cc1cc(C)cc(NS(=O)(=O)c2ccc3[nH]cc(C(=O)N4CCCCCC4)c(=O)c3c2)c1	3%	0%
CCOc1ccccc1N1CC(c2nc3ccccc3n2CCCOc2ccccc2)CC1=O (stereo not drawn)	9%	-16%
Cc1ccc(-c2nc(S(=O)(=O)c3ccc(F)cc3)c(N3CCN(c4ccccc4)CC3)o2)cc1	12%	9%
Cc1c(Cl)cccc1N1C(N)=C(C#N)C(c2cc(CN3CCOCC3)cs2)C2=C1CCCC2=O (stereo not drawn)	-17%	-1%
CCOC(=O)N1CCc2c(sc3c2c(=O)n(CCc2ccccc2)c(=O)n3Cc2ccc(C)cc2C)C1	3%	-7%
CCOc1ccc(N(CC(=O)Nc2cc(OC)cc(OC)c2)S(=O)(=O)c2c(C)[nH]c(=O)[nH]c2=O)cc1	-1%	4%
